HRas wt GTP: human HRas wildtype GTP binding, change in either direction | P01112 | GST-Ras wt beads, Bodipy-FL-GTP binding, flow cytometry; actives lie on both sides | GTP binding activity, % at 10 µM | 190,000 compounds, 0.14% hits | AID 759;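 active = GTP binding activity at least 20% away from the 100% baseline, either lowered as inhibitor or raised as activator; inconclusive = flagged as likely green fluorescent, judged across all proteins in the well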;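 also: 0% = unlabeled GTP competition control and 100% = no-compound control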
Target sequence (P01112 whole entry, looked up): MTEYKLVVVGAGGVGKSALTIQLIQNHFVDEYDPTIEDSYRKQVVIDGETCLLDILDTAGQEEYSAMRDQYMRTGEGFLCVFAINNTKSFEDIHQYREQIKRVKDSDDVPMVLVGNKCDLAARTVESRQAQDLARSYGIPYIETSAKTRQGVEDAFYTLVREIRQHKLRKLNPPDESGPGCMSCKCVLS
ABCB1 block: inhibitors of human ABCB1 transporter, ABCG2 counter-screen; P08183; CCRF-Adr cells, JC-1 efflux, flow cytometry; inhibition, % at 6.6 µM; 190,000 compounds, 0.067% hits; AID 1326; in the data active = inhibition above about 40%;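 also: 0% = vehicle and 100% = reference inhibitor; higher value means more JC-1 retained so stronger ABCB1 efflux block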
Rac1 mut GTP: modulators of GTP binding to human Rac1 activated mutant. P63000. GST-Rac1 activated beads, fluorescent GTP binding, flow cytometry; actives lie on both sides; 100% means binding = to untreated wells. percent activity (GTP binding), % at 10 µM. 190,000 compounds, 0.11% hits. AID 764;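 active = GTP binding at least 20 percentage points away from the 100% baseline, in either direction, so actives lie on both sides; inconclusive = Compound likely fluorescent itself, or too few beads counted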
Cdc42 wt: modulators (inhibitors or activators) of GTP binding to human Cdc42 wildtype. 190,000 compounds, 0.2% hits. P60953. percent activity (GTP binding), % at 10 µM. AID 761. GST-Cdc42 beads, Bodipy-GTP binding, flow cytometry; actives lie on both sides;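 active = percent activity GTP binding at least 20 points away from the 100% baseline, either down as inhibitor or up as activator; inconclusive = compound flagged as likely green fluorescent from well-wide comparison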;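 also: median bead fluorescence of bound Bodipy-FL-GTP at 100 nM; 0% = excess unlabeled GTP control and 100% = no compound control; below 100% means less GTP binding so inhibitor and above means activator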
Target sequence (P60953 whole entry, looked up): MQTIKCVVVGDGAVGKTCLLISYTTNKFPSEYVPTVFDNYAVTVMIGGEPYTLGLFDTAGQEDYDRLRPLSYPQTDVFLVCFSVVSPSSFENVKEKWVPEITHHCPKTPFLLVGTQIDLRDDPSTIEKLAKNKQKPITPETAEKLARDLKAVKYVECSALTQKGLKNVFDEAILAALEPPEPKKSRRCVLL
Rac1 wt GTP bind: human Rac1 wildtype GTP binding, inhibitors and activators. P63000. 190,000 compounds, 0.27% hits. GTP binding activity (% of control), % at 10 µM. AID 757. GST-Rac1 beads, fluorescent GTP binding, flow cytometry; actives lie on both sides; 0 = cold GTP competed, 100 = untreated;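 active = GTP binding activity at least 20 points away from the 100% control level, either lower or higher; inconclusive = compound flagged as likely green fluorescent, judged across all proteins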
ABCG2 inh: blocks JC-1 efflux by human ABCG2 transporter; IgMXP3 cells, flow cytometry; inhibition, % at 6.6 µM; 190,000 compounds, 0.1% hits; Q9UNQ0;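 active = inhibition above 80%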;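 also: 0% = DMSO and 100% = nicardipine control wells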
Target sequence (Q9UNQ0 whole entry, looked up): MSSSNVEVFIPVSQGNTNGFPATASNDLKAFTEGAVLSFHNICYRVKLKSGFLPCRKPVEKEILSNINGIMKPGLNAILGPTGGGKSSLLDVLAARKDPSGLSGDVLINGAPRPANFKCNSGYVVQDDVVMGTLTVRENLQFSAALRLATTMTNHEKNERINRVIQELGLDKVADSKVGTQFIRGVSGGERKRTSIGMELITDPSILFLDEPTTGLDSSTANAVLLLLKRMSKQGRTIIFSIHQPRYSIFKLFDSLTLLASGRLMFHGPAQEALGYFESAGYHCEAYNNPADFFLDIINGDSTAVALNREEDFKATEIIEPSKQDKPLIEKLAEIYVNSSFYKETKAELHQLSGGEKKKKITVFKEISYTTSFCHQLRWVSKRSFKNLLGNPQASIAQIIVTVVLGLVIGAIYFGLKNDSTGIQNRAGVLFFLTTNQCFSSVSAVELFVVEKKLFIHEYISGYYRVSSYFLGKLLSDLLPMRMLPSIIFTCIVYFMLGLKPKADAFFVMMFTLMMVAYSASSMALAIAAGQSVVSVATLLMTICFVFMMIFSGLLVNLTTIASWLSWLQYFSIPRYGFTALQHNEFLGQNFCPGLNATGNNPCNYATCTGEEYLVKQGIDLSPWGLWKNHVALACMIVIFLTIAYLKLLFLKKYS
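material = IgMXP3 (ABCG2) plus far-red-tagged CCRF-Adr (ABCB1) cells | amount = 3 million cells/mL, equal mix of both lines | also added = JC-1 transporter substrate | dosing = one concentration, 6.6 µM final | schedule = 10 min at 25 °C | measured by = flow cytometric JC-1 green MFI at 530 nm | read-out basis = percent efflux inhibition, scaled nicardipine 100% to DMSO 0%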
Rab2A wt mod: changes GTP binding to wildtype dog Rab2A, up or down. GST-Rab2 wt beads, Bodipy-GTP binding, flow cytometry. 190,000 compounds, 0.19% hits. GTP binding activity, % at 10 µM;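 active = GTP binding activity at least 20 points away from 100%, either lowered or raised; inconclusive = signal likely due to the compound's own green fluorescence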;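 also: 0% = beads with excess unlabeled GTP and 100% = no-compound control corrected for plate trend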
Avidin fluor: avidin bead compound fluorescence profile | Avidin beads, compound fluorescence 488/530 nm, flow cytometry; stronger effect = higher value | fluorescence (KMESF) at 10 µM | 220,000 compounds, 0.38% hits | AID 1775; in the data active = fluorescence above about 47; also: inactives centre near 10
Mcl1 Noxa PPI: Mcl-1/Noxa interaction inhibition; TR-FRET Mcl-1/Noxa peptide binding, 2 h; inhibition, % at 21.7 µM; 220,000 compounds, 1.5% hits; AID 1022;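 active = compounds that cut the protein-peptide binding signal by more than 50% relative to plate controls in a single-dose test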;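 also: His-tagged Mcl-1 with rhodamine Noxa BH3 peptide and terbium anti-His antibody; 0% = Mcl-1 plus Noxa peptide wells and 100% = peptide-only wells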
Pf gametocyte: inhibitors of late stage P. falciparum gametocyte viability | P. falciparum stage V gametocytes, ATP luminescence, 24 h | inhibition, % at 10.9 µM | 150,000 compounds, 0.065% hits | AID 743093;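 active = inhibition above the mean plus 3 SD of compounds within the control limits, set per campaign, cut at about 38% in these data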;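 also: 0% = DMSO wells and 100% = medium only without gametocytes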
Rab7 wt modul: dog Rab7 wildtype GTP binding, inhibitors and activators; GST-Rab7 beads, fluorescent GTP binding, flow cytometry; actives lie on both sides; untreated = 100%, excess cold GTP = 0%; GTP binding activity (percent of control), % at 10 µM; 190,000 compounds, 0.055% hits; AID 758;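 active = fluorescent GTP binding to Rab7 beads changed by at least 20 points from the 100% baseline, either direction, mostly lower; inconclusive = compound itself probably fluorescent, or too few beads counted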;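 also: median green fluorescence of bound Bodipy-FL-GTP per Rab7 bead population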
Active calls of the source: *; ? = inconclusive; nt = no result given; & = joins results of further samples.

SMILES | HRas wt GTP | ABCB1 block | Rac1 mut GTP | Cdc42 wt | Rac1 wt GTP bind | ABCG2 inh | Rab2A wt mod | Avidin fluor | Mcl1 Noxa PPI | Pf gametocyte | Rab7 wt modul
COc1ccc(CCN2C(=O)C3C4C=CC(C4)C3C2=O)cc1OC (centres undefined) | 99 | -0.1 | 96 | 100 | 98 | 0 | 98 | 43 | -1 | nt | 97
COc1ccc(OC)c(C2C=C(C34CC5CC(CC(C5)C3)C4)NC(=S)N2)c1 (centres undefined) | 97 | 0.0 | 98 | 94 | 98 | -1 | 96 | 17 | -1 | nt | 100
COc1ccccc1C(=O)NCCn1cc(SCC(=O)Nc2nnc(C)s2)c2ccccc21 | 101 | 1.4 | 97 | 101 | 101 | 12 | 102 | 15 | 13 | -29 | 106
O=C1C2C(c3ccccc3)C=CC(c3ccccc3)C2C(=O)N1c1ccccn1 (centres undefined) | 101 | 2.1 | 102 | 101 | 103 | 9 | 103 | 6 | 10 | nt | 104
Cc1ccsc1C1C(C#N)=C(N)OC2=C1C(=O)CCC2 (centres undefined) | 95 | 0.0 | 96 | 92 | 100 | 0 | 93 | 7 | 0 | -3 | 96
COc1ccc(C(c2c[nH]c3ccccc23)c2c[nH]c3ccccc23)cc1O | 95 | 1.4 | 92 | 92 | 95 | 3 | 96 | 7 | 20 | nt | 98
O=C(Nc1ccc(F)c(F)c1)c1ccc2c(c1)OCO2 | 97 | 0.7 | 96 | 99 | 95 | 4 | 98 | 11 | -10 | nt | 97
COC(=O)CSc1nnc(CNc2nc(-c3ccccc3)cs2)n1C | 98 | 0.1 | 97 | 99 | 102 | 0 | 97 | 6 | -12 | nt | 102
COc1cc(C2C(N3C(=O)c4ccccc4C3=O)C(=O)N2c2ccc(C)c(C)c2)cc(OC)c1OC (centres undefined) | 101 | 4.7 | 101 | 103 | 105 | 17 | 100 | 8 | 19 | -18 | 100
C/C(CC(=O)NC1CCCCC1)=N\NC(=O)c1ccccn1 | 97 | 0.1 | 96 | 96 | 96 | 0 | 97 | 6 | 27 | 2 | 98
COc1cc(C(=O)NC(C)c2cnn(-c3ccccc3C)c2C)cc(OC)c1OC (centres undefined) | 97 | 1.2 | 97 | 99 | 99 | 2 | 97 | 10 | -7 | 3 | 97
O=C1CC(c2ccc(Cl)cc2)CC(O)=C1C=NCc1ccc(Cl)c(Cl)c1 (centres undefined) | 96 | 1.0 | 92 | 95 | 95 | 9 | 93 | 10 | -8 | nt | 93
CC1(C)C2CCC(C2)C1(C)NC(=O)CNCC1CCCCC1 (centres undefined) | 100 | 1.9 | 97 | 101 | 100 | 7 | 101 | 22 | 30 | -25 | 103
Cc1ccccc1CNC(=O)c1ccc(CSCc2ccccc2)cc1 | 97 | 0.9 | 94 | 98 | 97 | 12 | 95 | 10 | 13 | nt | 92
COc1ccc(CCNC(=O)C(=O)NCc2cccs2)cc1OC | 101 | 1.4 | 98 | 99 | 101 | 9 | 100 | 7 | 0 | nt | 110
O=C(CN1N=C(C(F)(F)F)CC1(O)c1ccc([N+](=O)[O-])cc1)c1ccccc1 (centres undefined) | 103 | 1.4 | 98 | 106 | 103 | 3 | 104 | nt | 12 | nt | 103
COc1ccc(CNC(=O)CN(CC2CCCO2)C(=O)CNS(=O)(=O)c2ccccc2)cc1 (centres undefined) | 101 | 0.8 | 103 | 104 | 107 | 3 | 102 | 171* | -1 | 21 | 103
COc1ccccc1CC(=O)N1CCN(c2ccccn2)CC1 | 100 | -0.2 | 96 | 97 | 101 | 1 | 99 | 8 | 26 | nt | 101
COc1ccccc1CNc1nc(S(=O)(=O)c2ccccc2)c(Cl)s1 | ? | 0.8 | ? | ? | ? | 5 | ? | 11 | 16 | 0 | ?
COC(=O)CSc1nnc(-c2cnccn2)n1C | 103 | -0.5 | 102 | 105 | 108 | 2 | 102 | 19 | -2 | 4 | 105
CC1CC(C)C[N+](=C2C=C(N3CCCC3)CC(C)(C)C2)C1 (centres undefined) | 94 | -0.1 | 95 | 97 | 98 | 0 | 96 | 11 | 16 | -15 | 94
C=CCOC(=O)c1c(C)nc2cc3c(cc2c1C)OCO3 | 96 | 1.0 | 98 | 101 | 102 | 17 | 97 | 8 | 9 | 0 | 98
COC(=O)C1CSC(C(=O)OC)N1C(=O)Nc1ccc(Cl)cc1 (centres undefined) | 102 | 0.4 | 98 | 103 | 101 | 1 | 101 | 13 | 22 | -2 | 102
O=C(c1ccc(O)cc1)c1ccc(C(=O)c2ccc(O)cc2)cc1 | 106 | 0.8 | 105 | 107 | 115 | 5 | 108 | 10&35 | 37&32 | 7 | 106
Cc1nc2ccc(-c3nc4ccccc4o3)cc2[nH]1 | 94 | 1.4 | 96 | 98 | 94 | 7 | 93 | 7 | -8 | nt | 93
COc1ccc(-c2csc(Nc3ncccc3C)n2)cc1 | 103 | 0.6 | 100 | 102 | 103 | 4 | 100 | 14 | 11 | nt | 102
CCn1c(=S)[nH]c2scc(-c3cccs3)c2c1=O | 97 | -1.0 | 92 | 92 | 96 | -2 | 96 | 31 | 13 | 17 | 101
CCC(=O)Nc1ccc(C(=O)NCCCn2ccnc2)cc1 | 96 | -0.2 | 95 | 97 | 97 | -1 | 95 | 20 | 2 | 5 | 96
Cc1c(N2C(=O)C(C)SC23C(=O)Nc2ccccc23)c(=O)n(-c2ccccc2)n1C (centres undefined) | 99 | 0.0 | 99 | 102 | 101 | 0 | 99 | 9 | -3 | nt | 97
O=C(CNC(=O)c1ccccc1)NCC(=O)OCc1ccccc1Cl | 97 | 0.6 | 93 | 95 | 100 | 6 | 95 | 11 | 10 | 22 | 101
Cc1ccc(OCC(=O)N(Cc2ccccc2)c2ccccn2)cc1 | 99 | 1.6 | 98 | 101 | 102 | 7 | 97 | 13 | 8 | 7 | 99
CN(C[C@@H](CC1CCCCC1)N(C[C@H](Cc1ccccc1)N(CCc1ccccc1)N=O)N=O)N=O | 98 | 0.9 | 95 | 97 | 96 | 2 | 98 | 6 | 4 | nt | 105
CCCCc1ccc(C2C3=C(CC(C)(C)CC3=O)NC3=C2C(=O)c2ccccc23)cc1 (centres undefined) | 101 | 0.0 | 97 | 98 | 98 | 2 | 98 | 11 | 7 | 22 | 101
COc1ccc(C(=O)C2CCCN(Cc3cccn3-c3nccs3)C2)cc1F (centres undefined) | 101 | 0.2 | 100 | 98 | 102 | 0 | 99 | 13 | -3 | nt | 105
C/C(=C\C(=O)c1ccccc1)Nc1ccc2c(c1)OCO2 | 101 | 0.1 | 100 | 104 | 100 | 0 | 100 | 8 | 9 | 4 | 100
O=C(CC1C(=O)NCCN1Cc1c(F)cccc1Cl)NCCCn1ccnc1 (centres undefined) | 95 | -2.4 | 93 | 95 | 96 | -6 | 96 | 12 | -9 | 12 | 95
COc1ccc(C2NCCn3cccc32)cc1 (centres undefined) | 98 | 0.1 | 95 | 95 | 101 | 3 | 98 | 7 | 24 | nt | 96
CN(CCC#N)C(=O)COC(=O)c1c2c(nc3ccccc13)/C(=C/c1ccco1)CC2 | 95 | 0.0 | 97 | 93 | 96 | -1 | 96 | 8 | 85* | -11 | 95
COc1ccc(CNC(=O)CSc2ncnc3ccccc23)cc1OC | 94 | -0.1 | 97 | 95 | 96 | 1 | 95 | 24 | 9 | nt | 95
CC(C)c1ccc(NC(=O)COc2ccccn2)cc1 | 98 | 0.6 | 95 | 97 | 100 | 1 | 98 | 11 | 7 | 13 | 104
COC(=O)Cc1ccc(NC(=S)N2CCN(c3ccc(OC)cc3)CC2)cc1 | 99 | 0.3 | 99 | 106 | 105 | 21 | 98 | 5 | -14 | -2 | 95
COc1cc(Cl)c(C)cc1NC(=O)CCCN1C(=O)CCC1=O | 101 | -0.8 | 99 | 104 | 107 | 4 | 100 | 8 | -1 | -2 | 101
C=CCSc1nnc(CNC(=O)c2ccc(Cl)cc2)n1CC | 95 | 0.0 | 92 | 100 | 103 | 2 | 95 | 6 | 5 | 18 | 95
COc1ccc(C(=O)C[n+]2ccccc2C)cc1 | 101 | 0.8 | 100 | 107 | 107 | 1 | 98 | 15 | 15 | 21 | 100
CCCNC(=S)N1CCC(NC(=O)C2CCCCC2)CC1 | 102 | 0.8 | 101 | 103 | 103 | 4 | 101 | 31 | -13 | nt | 100
Oc1ccccc1/C=N/Nc1nccnc1Cl | 95 | 4.0 | 99 | 98 | 100 | nt | 98 | 8 | -55 | -22 | 99
CCCCCCCCCC(=O)OCC(O)CO (centres undefined) | 98 | -0.1 | 93 | 99 | 99 | 0 | 99 | 3 | 17 | nt | 97
CCCC(C)C(=O)Nc1ccc(NC(C)=O)cc1 (centres undefined) | 99 | -3.6 | 102 | 105 | 103 | -8 | 100 | 9 | -20 | 1 | 100
Cc1ccccc1NC(=O)CCCSc1nc2ccccc2s1 | 98 | 0.2 | 96 | 98 | 99 | 4 | 96 | 1 | 2 | -23 | 96
CCn1c(N)c(C(=O)NC2CCCCC2)sc1=S | 102 | 0.2 | 97 | 102 | 100 | 1 | 95 | 7 | 16 | -23 | 97
Cc1nnc(NC(=O)c2ccco2)s1 | 103 | 0.1 | 99 | 104 | 107 | 0 | 102 | 15 | -3 | nt | 101
Cc1ccc(C)n1-c1ncc(Br)cn1 | 97 | -0.4 | 97 | 102 | 94 | 1 | 98 | 8 | 11 | 4 | 106
COc1cccc2cc(C(=O)N(Cc3ccccc3)CC3CCCO3)c(=O)oc12 (centres undefined) | 99 | 4.2 | 97 | 98 | 101 | 12 | 101 | 7 | 15 | nt | 97
CC(C)n1c(-c2ccco2)csc1=Nc1cccnc1 | 97 | 0.8 | 96 | 97 | 93 | 3 | 97 | 17 | 26 | nt | 94
CC(=O)c1cc2c(cc1NS(=O)(=O)c1ccc3c(c1)OCCO3)OCO2 | 95 | 0.2 | 93 | 97 | 95 | 3 | 96 | 11 | 19 | nt | 91
Cc1nccn1CC(O)COC1CCCCC1 (centres undefined) | 103 | 0.3 | 101 | 103 | 105 | 1 | 103 | 5 | 18 | -16 | 103
